PAFAH1B3 inh – PAFAH1B3 (human) inhibition. Q15102. recombinant PAFAH1B3, FP-rhodamine probe, fluorescence polarization. inhibition, % at 3.39 µM. 340,000 tested, 0.28% active. AID 492972;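 active = inhibition above the screen-wide average of all tested compounds plus 3 SD, cut at about 25% in these data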;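 also: 0% = enzyme with DMSO only and 100% = wells lacking PAFAH1B3 protein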
PAFAH1B2 FP inh – PAFAH1B2 (human) inhibition. 340,000 tested, 1.2% active. P68402. recombinant PAFAH1B2, FP-rhodamine activity probe, fluorescence polarization. AID 492953. inhibition, % at 3.39 µM;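 active = inhibition above the mean of all tested compounds plus 3 SD, cut at about 24% in these data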;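 also: 0% = enzyme with DMSO and 100% = wells lacking PAFAH1B2; many of its hits are not listed in these tables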
Target sequence (P68402 whole entry, looked up): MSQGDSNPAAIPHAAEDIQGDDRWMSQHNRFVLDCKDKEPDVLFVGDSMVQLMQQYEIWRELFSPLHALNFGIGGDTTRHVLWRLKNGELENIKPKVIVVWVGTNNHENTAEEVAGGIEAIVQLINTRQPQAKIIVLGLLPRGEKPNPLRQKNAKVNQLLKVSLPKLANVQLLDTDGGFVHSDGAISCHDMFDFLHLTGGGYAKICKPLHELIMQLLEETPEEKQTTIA
PAD4 FP inh – PAD4 (human) enzyme inhibition; Q9UM07; inhibition, % at 6.36 µM; 330,000 tested, 0.41% active; recombinant PAD4, RCA probe fluorescence polarization;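 active = percent inhibition above a cutoff equal to the mean of all tested compounds plus 3 SD, cut at about 15% in these data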;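 also: 0% = PAD4 with RCA probe and DMSO and 100% = probe without PAD4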
Target sequence (Q9UM07 whole entry, looked up): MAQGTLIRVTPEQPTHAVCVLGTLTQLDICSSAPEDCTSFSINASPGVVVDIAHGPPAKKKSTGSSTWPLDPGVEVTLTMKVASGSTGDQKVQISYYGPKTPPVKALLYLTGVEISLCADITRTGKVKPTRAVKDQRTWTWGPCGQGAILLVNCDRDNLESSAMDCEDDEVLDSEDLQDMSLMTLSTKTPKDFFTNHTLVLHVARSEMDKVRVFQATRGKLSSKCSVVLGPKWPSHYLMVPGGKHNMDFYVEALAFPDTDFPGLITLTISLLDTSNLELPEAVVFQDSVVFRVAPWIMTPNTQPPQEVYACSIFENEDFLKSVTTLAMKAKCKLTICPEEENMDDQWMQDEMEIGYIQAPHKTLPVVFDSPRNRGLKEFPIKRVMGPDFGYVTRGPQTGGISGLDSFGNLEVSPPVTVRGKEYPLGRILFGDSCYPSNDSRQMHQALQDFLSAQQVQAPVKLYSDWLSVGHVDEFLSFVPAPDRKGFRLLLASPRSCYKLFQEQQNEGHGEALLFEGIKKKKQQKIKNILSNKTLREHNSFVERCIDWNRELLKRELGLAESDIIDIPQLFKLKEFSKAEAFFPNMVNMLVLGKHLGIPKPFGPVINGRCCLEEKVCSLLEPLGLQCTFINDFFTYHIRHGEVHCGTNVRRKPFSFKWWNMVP
PREPL inh – inhibitors of human prolyl oligopeptidase-like enzyme PREPL. Q4J6C6. recombinant PREPL, fluorescence polarization activity-based probe. inhibition, % at 5.96 µM. 320,000 tested, 0.68% active. AID 2751; in the data active = inhibition above about 43%;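 also: 0% = enzyme with DMSO and 100% = wells lacking enzyme; many of its hits are not listed in these tables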
LYPLA1 inh – blocks human lysophospholipase 1, a PME1 counter-screen | recombinant LYPLA1, FP-Rh probe fluorescence polarization | inhibition, % at 5.9 µM | 320,000 tested, 0.16% active | AID 2174;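 active = inhibition above the mean of all tested compounds plus 3 SD, set per campaign, cut at about 14% in these data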;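 also: inhibitors block serine hydrolase probe labeling of LYPLA1 so polarization falls; 0% = enzyme with DMSO and 100% = wells lacking LYPLA1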
PME-1 inh – PME-1 (human) inhibition; Q9Y570; inhibition, % at 5.9 µM; 320,000 tested, 0.53% active; AID 2130; recombinant PME-1, FP-Rh probe fluorescence polarization;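 active = inhibition above the campaign mean of all compounds plus 3 SD, cut at about 26% in these data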;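 also: competitive labeling of PME-1 active site by serine hydrolase directed probe; 0% = PME-1 with DMSO and 100% = wells lacking PME-1 enzyme; inhibitors block probe labeling so polarization falls and inhibition rises; many of its hits are not listed in these tables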
LYPLA2 counter – LYPLA2 (human) inhibition in PME1 counter-screen; 320,000 tested, 0.38% active; O95372; AID 2177; inhibition, % at 5.9 µM; recombinant LYPLA2, FP-Rh probe fluorescence polarization;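 active = inhibition above the screen-wide mean plus 3 SD, limit set per campaign, cut at about 26% in these data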;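 also: 0% = LYPLA2 with DMSO and 100% = wells lacking LYPLA2 enzyme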
GSTO1 counter – counter-screen for RBBP9 inhibitors: inhibitors of human GSTO1. P78417. recombinant GSTO1, activity-based probe fluorescence polarization. inhibition, % at 5.96 µM. 300,000 tested, 1.1% active;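 active = inhibition above the campaign mean inhibition plus 3 SD, cut at about 35% in these data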;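 also: 0% = GSTO1-1 with DMSO and 100% = wells lacking GSTO1-1 enzyme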
pPAFAH FP inh – pPAFAH (human) enzyme inhibition. inhibition, % at 3.39 µM. AID 463082. recombinant pPAFAH, FP-rhodamine probe fluorescence polarization. 330,000 tested, 1.5% active. Q13093;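 active = inhibition above the mean inhibition across the screen plus 3 SD, cut at about 25% in these data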;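 also: inhibitors block binding of the rhodamine activity-based probe so polarization drops; 0% = enzyme with DMSO and 100% = wells lacking pPAFAH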
* = called active by the depositor; nt = no result given. Only part of the results is shown; the hit share may differ from the screen's.

SMILES	PAFAH1B3 inh	PAFAH1B2 FP inh	PAD4 FP inh	PREPL inh	LYPLA1 inh	PME-1 inh	LYPLA2 counter	GSTO1 counter	pPAFAH FP inh
CCCN1CC(=O)N2Cc3[nH]c4ccccc4c3C[C@H]2C1=O	4	3	0	9	-5	-2	2	-3	1
Cc1ccsc1-c1nc(CSCC(=O)NCc2ccc3c(c2)OCO3)c(C)o1	-6	5	1	2	-2	7	-2	13	5
COC(=O)c1cc(C)cc(=O)o1	7	1	2	-1	-1	2	4	-2	6
Cn1cnnc1SCC(=O)Nc1ccc2nc(SCc3ccccc3F)sc2c1	7	1	-8	-3	-18	-10	7	-34	22
COc1ccc(OC)c(NC(=O)CCCNC(=O)Cn2cnc3sc(C)c(C)c3c2=O)c1	8	0	0	13	10	-6	8	11	1
CN(Cc1ccccc1)C(=O)COc1ccc(C(C)(C)C)cc1	14	14	0	1	1	5	2	1	10
C/C(=N/OCC(=O)Nc1ccc(C)cc1C)c1cccs1	6	5	-2	4	2	-4	3	8	0
CCOC(=O)N1CCN(c2nc(SC)nc3sc4c(c23)CC(C)(C)OC4)CC1	0	2	-2	9	1	2	5	10	2
Cc1ccc2cc(CN(CC3CCCO3)S(=O)(=O)c3cccc4nsnc34)c(=O)[nH]c2c1 (configuration not stated)	0	0	0	-1	-2	3	3	-3	-3
O=C(NCCc1ccc(Cl)cc1)C1CC(=O)N(C2CCCCC2)C1 (configuration not stated)	-1	5	3	-5	1	3	-3	5	2
CC(=O)OCCNC(=O)c1cccnc1	4	0	2	13	1	-1	0	1	-4
O=C(CSc1nc2ccsc2c(=O)n1Cc1ccccc1)NCC1CCCO1 (configuration not stated)	10	-3	-2	-3	-1	1	5	-4	6
CCN(CC)S(=O)(=O)c1ccc(-c2nnc(SCC(C)=O)o2)cc1	3	-1	0	3	1	-3	-3	-4	0
COc1ccc(NC(=O)c2sc3nc(N4CCOCC4)c4c(c3c2N)CC(C(C)C)OC4)c(OC)c1 (configuration not stated)	-1	-2	-1	8	0	5	4	1	5
Cc1oc2c(C)c3oc(=O)c(CCC(=O)N4C[C@H]5C[C@@H](C4)c4cccc(=O)n4C5)c(C)c3cc2c1C	5	0	1	22	-2	0	1	-7	11
COC(=O)c1sc(NC(=S)NNC(=O)c2c(Br)c(C)nn2C)c(C(=O)OC)c1C	13	7	3	19	2	25	11	5	20
CCOCCCNC(=O)c1c(-c2ccccc2)noc1C	2	-2	-4	6	-5	-3	-7	4	-9
Nc1cc[n+](CC(=O)c2ccccc2)cc1	-4	-2	-4	-2	1	5	3	2	9
CCC(C)NC(=O)c1cc(Cl)ccc1OC (configuration not stated)	6	1	-6	9	-3	-1	-5	-2	-2
O=C(CSc1ncnc2sccc12)N1CCN(C(=O)c2cccs2)CC1	5	-3	-3	6	0	1	5	nt	6
O=C(NC(=O)c1ccc(Cl)c(Cl)c1)OC1CCS(=O)(=O)C1 (configuration not stated)	-7	-4	3	0	4	-1	4	-4	5
OCCN(CCCn1c(-c2ccncc2)nc2ccccc21)c1nc(CN2CCCCC2)cs1	-5	0	-4	6	1	1	-6	2	1
Cn1nc(C(F)(F)F)c(C(=O)Nc2ccc(F)cc2F)c1Sc1cccc(Cl)c1	-4	3	-5	-1	-4	-8	-10	-1	-4
COc1cccc(C2=NN(C(=O)c3ccccc3)C(O)(C(F)(F)F)C2)c1 (configuration not stated)	13	9	-2	0	2	-4	5	11	1
CCc1c(C)sc(NC(=O)/C=C/C(=O)O)c1C(N)=O	5	1	-3	1	-1	1	-3	2	0
O=C(Cn1cc2c(n1)CCCC2)N1CCc2ccccc21	2	2	2	5	2	3	5	5	2
CCOC(=O)C(C)n1ncn2cccc2c1=O (configuration not stated)	7	4	2	3	3	-2	1	4	-5
CC(=O)Nc1ccc(S(=O)(=O)NC(C(=O)O)C(C)O)cc1 (configuration not stated)	15	14	-7	7	-4	2	-4	-6	-1
CC(C)c1ccccc1NC(=S)NCC1(N(C)C)CCCCC1	8	-3	-3	3	3	4	17	-2	0
COc1ccc(S(=O)(=O)N2CCCCC2)cc1NC(=O)c1ccc(C)cc1	-6	-4	-1	-1	-3	-8	-7	nt	0
Cc1ccc(NC(=O)NNC(=O)CN2C(=O)COc3ccccc32)cc1	9	3	-1	-2	0	-6	3	3	6
CCN(CC)C(=O)COc1ccc(S(=O)(=O)N2CCCC2)cc1	14	3	-4	-5	-11	1	2	0	7
Cc1cc(C)c2cc3c(N)c(C(=O)Nc4c(C)[nH]c(=O)[nH]c4=O)sc3nc2c1	4	3	0	7	-2	-2	-3	6	6
CCOc1ccccc1OCCC(=O)Nc1ccc(F)c(Cl)c1	6	-1	-1	-1	-6	4	-4	-7	4
N#CN1CCC(NS(=O)(=O)c2ccc(C(F)(F)F)cc2)CC1	10	1	4	3	nt	nt	nt	nt	3
CCc1c(C)nc(SCCOc2ccc(OC(C)C)cc2)[nH]c1=O	6	0	-3	-2	-1	-2	8	1	1
NC(=O)c1cccnc1	8	5	4	-1	-2	-8	4	8	4
COc1ccc(-c2[nH]ncc2CNC(C)c2ccccc2Cl)cc1F (configuration not stated)	1	-3	-4	-4	1	2	-1	-3	3
CCn1c(SCC(=O)NC(=O)NC(C)(C)C)nc2ccccc21	5	5	-2	-6	1	2	-10	10	-1
COc1cc(OC)cc(C(=O)NCC(=O)OCC(=O)NCc2ccco2)c1	1	2	-7	2	nt	nt	nt	nt	7

A few values from the results shown.
CC(=O)Nc1ccc(S(=O)(=O)NC(C(=O)O)C(C)O)cc1 (configuration not stated) | GSTO1 counter: -6
N#CN1CCC(NS(=O)(=O)c2ccc(C(F)(F)F)cc2)CC1 | PAFAH1B3 inh: 10
Cc1cc(C)c2cc3c(N)c(C(=O)Nc4c(C)[nH]c(=O)[nH]c4=O)sc3nc2c1 | PAFAH1B3 inh: 4

Next structures follow.
SMILES	PAFAH1B3 inh	PAFAH1B2 FP inh	PAD4 FP inh	PREPL inh	LYPLA1 inh	PME-1 inh	LYPLA2 counter	GSTO1 counter	pPAFAH FP inh
O=C(O)C(O)Cc1c[nH]c2ccccc12 (configuration not stated)	11	6	-2	8	-2	-2	-7	-9	-11
O=C(COc1ccccc1)N/N=C/c1cc2c(cc1[N+](=O)[O-])OCO2	3	-4	0	8	-1	2	-5	-2	7
C/C(=N\NC(=O)C(=O)N/N=C(\C)c1cccc(O)c1)c1cccc(O)c1	9	2	-3	0	-5	-3	-6	2	2
CCc1ccc(OCC(=O)N/N=C(\C)c2ccc3c(c2)OCCO3)cc1	-1	1	-1	13	-4	-4	3	-4	0
COc1ccc(OCC(=O)Nc2ccc3c(c2)nc(CN2CCCC2)n3C)cc1	4	-2	-1	19	-4	-5	2	-2	7
CNc1nnc(Sc2ncccc2[N+](=O)[O-])s1	3	5	3	0	-1	4	-5	15	2
Cc1ccc(NC(=S)NCc2ccc(F)cc2)c(C)c1	10	5	0	-2	2	6	7	7	4
Cc1cc(-n2c(C)cc(C(=O)CCl)c2C)no1	4	-1	3	-3	3	-4	-1	83*	5
O=C(COC(=O)CCN1C(=O)/C(=C\C=C\c2ccccc2)SC1=S)Nc1cc(F)ccc1F	-1	-2	-16	6	-8	-1	-13	-12	18
COc1ccc(NC(=O)c2oc3ccccc3c2NC(=O)C2CC2)c(OC)c1	-2	-1	1	-5	1	8	0	1	5
CC(NC(=O)c1cc2c(s1)CS(=O)(=O)C2)c1ccccc1 (configuration not stated)	11	5	1	1	-4	-7	-3	-8	16
CC(C)CCN(C(=S)Nc1cccc(C(F)(F)F)c1)C(C)c1ccccn1 (configuration not stated)	11	2	5	5	2	1	7	4	8
CCCOc1ccc(C(=O)N2CCCC2)cc1OC	3	5	1	5	4	-4	8	7	5
NC(=O)C1CCN(Cc2nc3cc(C(F)(F)F)ccc3c(=O)[nH]2)CC1	3	5	2	-4	0	0	9	5	3
O=C(COc1coc(CN2CCc3ccccc3C2)cc1=O)Nc1ccc(F)cc1	7	2	3	-3	-2	-7	-2	10	0
COC(=O)c1ccc(CSc2nc3c(c(=O)n2-c2ccc(Br)cc2)SCC3)o1	-4	-4	-4	28	-1	3	-2	0	7
CN(C)S(=O)(=O)c1cccc(NC(=O)COC(=O)c2cccn2C)c1	-1	5	-3	-8	4	7	4	-3	6
O=S(=O)(Nc1cccnc1Cl)c1ccc(-c2ccccc2)cc1	2	9	-3	-19	1	-7	-6	-4	5
COc1cccc(C2NC(CCSC)(C(=O)O)C3C(=O)N(C(C)C)C(=O)C23)c1O (configuration not stated)	4	0	-3	-4	0	-2	-1	4	3
COC(=O)c1ccc(CN2CCN(CCc3ccccc3)C(CCO)C2)cc1 (configuration not stated)	0	-2	-3	12	1	3	5	3	5
COc1ccc(C(=O)Nc2nnc(S(=O)(=O)N(C)Cc3ccccc3)s2)cc1	-3	0	-1	8	2	-7	1	-29	-6
CCCCOc1ccc(C(=O)NCC(=O)NC2CCN(Cc3ccccc3)CC2)cc1	-4	-1	5	8	5	2	7	-4	7
CCn1c(CNc2ccc(Cl)cc2)nnc1SCc1ccc(C)cc1	1	14	-1	9	6	4	5	9	4
CC(=O)c1cccc(NC(=O)NCc2ccccn2)c1	9	3	-5	12	3	-1	-4	-2	0
O=C1C2CC=CCC2C(=O)N1Cc1nnc(-c2ccccc2Br)o1 (configuration not stated)	-1	2	-2	-3	-2	-5	3	3	13
O=C(CCSc1nnc(-c2ccncc2)o1)Nc1ccc(F)cc1	6	4	1	-2	-3	17	4	7	-1
CS(=O)(=O)N1CCN(c2ccccc2NC(=O)c2cccc3ccccc23)CC1	4	2	2	-8	-1	6	2	5	1
CCOc1ccccc1C(C(=O)NC1CCCC1)N(C(=O)c1csnn1)C1CC1 (configuration not stated)	5	-2	5	7	2	1	5	3	2
CC(C)Oc1ccc(CCC(=O)NNC(=S)NCc2ccccc2)cc1	4	4	3	7	-1	3	4	4	-2
O=C(Cn1nnc(-c2ccccc2)n1)c1ccccc1	6	3	1	2	0	-1	9	1	4
Clc1ccc(C[n+]2cc(-c3ccccc3)n3c2CCCCC3)c(Cl)c1	3	7	1	21	7	-5	9	-1	0
COc1ccc(CC(=O)N(C)CC(=O)Nc2c(C)cccc2C)cc1S(=O)(=O)N1CCOCC1	5	-1	-5	22	2	-6	2	nt	0
Cc1ccc(OCC(=O)Nn2c(C)nc3ccccc3c2=O)c(C(C)C)c1	17	9	0	13	3	-3	6	3	5
COc1ccccc1C(=O)NCC(=O)OC(C)C(=O)NC(=O)NC1CCCCC1 (configuration not stated)	2	-6	0	-5	1	-1	0	4	2
CCCS(=O)(=O)c1nnnn1-c1cccc(OC)c1	1	-2	0	8	0	5	1	-4	3
OCCN1CCN(C2Cc3cc(Cl)ccc3Sc3ccc(Cl)cc32)CC1 (configuration not stated) (tested in a mixture with another compound)	5	6	0	1	-4	7	3	-2	8
CC(C)CCOc1ccccc1C(N)=O	-3	0	-1	5	-1	5	-7	10	-3
COc1ccc(CN2CCN(C(=O)c3ccc(-c4ccccc4)cc3)CC2)c(OC)c1OC	10	4	-6	4	0	0	-6	0	4
Cn1c(CCNC(=O)c2ccco2)nc2ccccc21	2	0	1	-2	3	-1	-2	8	4
CN(CCCN1CCOCC1)C(=O)c1ccc2nc(Cc3cccc(Cl)c3)oc2c1	5	4	-15	24	-1	-2	4	-6	-5

Screening results: PubChem BioAssay, The Scripps Research Institute Molecular Screening Center
